From PubChem
FLuc inh: blocks purified firefly luciferase enzyme activity. Potency, µM (highest dose often 115 µM), inactives show at the top dose activity change, negative = inhibition, hits mostly inhibitors. purified P. pyralis luciferase, luminescence, biochemical. AID 1347043. P08659. 76,000 tested, 2.5% active; note: potency is the fitted concentration of half-maximal effect; nearly all actives have a fitted effect of over 65% in size
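Inhibitors were tested against purified firefly luciferase in a biochemical, low-substrate format (both substrates at 10uM) and luminescence measured with a CCD imager.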
GPT2 inhibitor: blocks human glutamate pyruvate transaminase 2; 100,000 tested, 0.25% active; Recombinant GPT2, coupled pyruvate oxidase/HRP Amplex Red fluorescence; Q8TD30; Potency, µM (series often up to 57.7 µM), without a hit: at the highest dose activity change, negative = inhibition, usual class: inhibitors; note: potency is the fitted concentration of half-maximal effect; nearly all actives have a fitted effect of over 60% in size; many of its hits are not listed in these tables
Target sequence (Q8TD30 whole entry, looked up): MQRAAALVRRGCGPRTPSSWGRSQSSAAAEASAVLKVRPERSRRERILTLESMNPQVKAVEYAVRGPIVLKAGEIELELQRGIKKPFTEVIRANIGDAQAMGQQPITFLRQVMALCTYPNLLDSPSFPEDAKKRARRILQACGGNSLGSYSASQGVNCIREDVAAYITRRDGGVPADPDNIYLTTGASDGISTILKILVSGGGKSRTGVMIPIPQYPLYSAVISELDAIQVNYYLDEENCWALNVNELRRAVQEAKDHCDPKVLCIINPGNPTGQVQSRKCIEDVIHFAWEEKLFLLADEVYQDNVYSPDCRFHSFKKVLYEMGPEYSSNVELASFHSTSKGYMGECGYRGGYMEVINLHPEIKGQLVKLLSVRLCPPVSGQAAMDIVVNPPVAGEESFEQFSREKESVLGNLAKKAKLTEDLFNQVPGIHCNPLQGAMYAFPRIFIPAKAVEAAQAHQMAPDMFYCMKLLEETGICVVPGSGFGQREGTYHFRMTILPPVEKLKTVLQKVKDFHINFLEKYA
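Fluorescence of coupled pyruvate oxidase/HRP/Amplex Red system (50uM Amplex, 30 min, dark) reports pyruvate formed by GPT2. Enzyme reaction: 10ng/uL GPT2, 2mM L-alanine, 250uM a-KG, 30 min room temperature, pH 7.5; 50uM AOA control.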
SNCA expr inhib: reduces expression of the alpha-synuclein gene; HEK-293 SNCA-luciferase knock-in, luminescence, 24 h; Potency, µM (doses to about 57.2 µM), inactives show at the highest dose activity change, negative = inhibition, most hits filed as inhibitors; 140,000 tested, 0.17% active; AID 1671194;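 note: potency is the fitted concentration of half-maximal effect; plate controls were DMSO cells for no effect and cell-free wells for full effect; nearly all actives have a fitted effect of over 45% in size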
SNCA viab count: reduces viability of HEK-293 SNCA reporter cells; HEK-293-SNCA-luc viability, GF-AFC fluorescence, 24 h; Potency, µM (top dose mostly 57.1 µM), without a hit: top-dose activity change, negative = cytotoxicity, most hits filed as cytotoxic; 150,000 tested, 0.12% active; AID 1671193;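 note: potency is the fitted concentration of half-maximal effect; 0% = DMSO-treated cells and -100% = medium-only wells without cells; nearly all actives have a fitted effect of over 30% in size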
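Cytotoxicity counterscreen: after 24 h compound treatment of genome-edited SNCA-luciferase HEK-293 cells, live-cell protease substrate GF-AFC read by fluorescence after 30 min; activity scaled between DMSO (0%) and medium-only (-100%), curves Hill-fitted.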
IP6K1 inhibitor: blocks human inositol hexakisphosphate kinase 1; activity change, % (series mostly up to about 58 µM); 140,000 tested, 0.81% active; IP6K1 kinase, ADP-Glo luminescence, 2 h; hits give low values; in the data active = activity change below about -25%
Target sequence (Q92551 whole entry, looked up): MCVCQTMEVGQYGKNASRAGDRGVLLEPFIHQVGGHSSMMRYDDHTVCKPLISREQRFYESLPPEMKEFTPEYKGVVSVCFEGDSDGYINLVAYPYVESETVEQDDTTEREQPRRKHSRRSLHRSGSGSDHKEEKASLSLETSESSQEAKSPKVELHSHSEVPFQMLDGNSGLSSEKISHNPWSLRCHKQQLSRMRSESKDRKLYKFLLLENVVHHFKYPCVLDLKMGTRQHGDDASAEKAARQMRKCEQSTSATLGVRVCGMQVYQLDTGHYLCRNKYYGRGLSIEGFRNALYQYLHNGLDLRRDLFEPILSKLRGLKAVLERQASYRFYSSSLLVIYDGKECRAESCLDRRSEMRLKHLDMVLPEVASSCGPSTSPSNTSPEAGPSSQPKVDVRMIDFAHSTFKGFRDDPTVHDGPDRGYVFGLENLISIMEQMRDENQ
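ADP-Glo luminescence measures ADP made by human IP6K1 during a 2 h RT reaction with ATP/IP6 (mix at 1.3 mM/130 uM); top library doses 57.5 and 19.1 uM final.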
HEK cytotox: kills HEK 293 cells; HEK 293 viability, ATP luminescence (CellTiter-Glo), 48-72 h; Potency, µM (series often up to 115 µM), without a hit: at the highest dose activity change, negative = cytotoxicity, hits mostly inhibitors; 94,000 tested, 6.6% active; AID 1345083; note: potency is the fitted concentration of half-maximal effect; nearly all actives have a fitted effect of over 60% in size
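Luminescence from cellular ATP, measured with CellTiter-Glo, indicates HEK 293 viability. Cells plated at 250 cells/well are treated with compound for 48 or 72 hr at 37 degree Celsius before reagent addition.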
NIH3T3 tox: kills NIH 3T3 cells | NIH 3T3 viability, CellTiter-Glo ATP luminescence, 48-72 h | Potency, µM (series often up to 96.7 µM), for the others: top-dose activity change, negative = cytotoxicity, most hits filed as inhibitors | 94,000 tested, 4.3% active | AID 1345082; note: potency is the fitted concentration of half-maximal effect; nearly all actives have a fitted effect of over 55% in size
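Mouse fibroblast NIH 3T3 cells, 400 per well, received compound via pintool and were incubated for 48 or 72 hr prior to CellTiter-Glo ATP luminescence measurement.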
* marks the source's active call; other numbers are inactive results; i = inactive; ? = inconclusive; . = no result given; & = joins results of further samples; [ ] = remark or other dose. Unless noted, calls come from the whole dose curve; as a rule, active = well fitted curve in the direction sought with a large enough effect; inconclusive = small, poorly fitted or top-dose-only effect, or another doubt; inactive = no such curve, though single readings can be large; an effect the other way counts as inactive or inconclusive. Unless noted, % is set by controls: 0 for no effect and ±100 for the full control effect. These rows are one share of the data; count on the stated rates, not on these rows.

# | Molecule | FLuc inh | GPT2 inhibitor | SNCA expr inhib | SNCA viab count | IP6K1 inhibitor | HEK cytotox | NIH3T3 tox
1 | CCN1CC(c2ccccc2)CC2(CCN(C(=O)c3cnccn3)CC2)C1 (stereo not drawn) | 4% | i | 12% | 1% | 3 | 0% | -17%
2 | CCN(CC)C(=O)CSc1nc2c(c(=O)n(C)c(=O)n2C)n1Cc1ccccc1 | . | . | 39%[activator] | 5% | 15 | . | .
3 | COc1ccc(C2CC(=O)c3c([nH]c(C(=O)OCc4ccccc4)c3C)C2)cc1OC (stereo not drawn) | . | . | -13% | 11% | 17 | . | .
4 | O=C(c1cccnc1OC1CCN(S(=O)(=O)Cc2ccccc2)C1)N1CCOCC1 (stereo not drawn) | 0% | 3% | -14% | 5% | 0 | ? | -44%
5 | CC(C)CCN1CCC2(CC1)OC(=O)N(Cc1ccc(O)cc1)C2(C)c1ccccc1 (stereo not drawn) | 0%[172 µM] | -8%[88.5 µM] | 1%[87.6 µM] | -8%[87.6 µM] | -2 | ? | 89µM*
6 | Cc1oc2ccn(Cc3cccc(F)c3)c(=O)c2c1C(=O)NC(C)c1ccccn1 (stereo not drawn) | -11% | 2% | 36%[activator] | -15% | 13 | ? | ?
7 | Clc1ccccc1C1Cn2nnc(-c3noc(COc4ccccc4)n3)c2CO1 (stereo not drawn) | -3% | i | -27% | -10% | 24 | ? | -10%
8 | Cc1ccc2onc(CC(=O)N3CCN(c4cccc(Cl)c4)CC3)c2c1 | . | . | 21% | ? | -11 | . | .

The list continues.
# | Molecule | FLuc inh | GPT2 inhibitor | SNCA expr inhib | SNCA viab count | IP6K1 inhibitor | HEK cytotox | NIH3T3 tox
9 | O=C(Nc1nc2c(F)cc(F)cc2s1)c1ccc(S(=O)(=O)N2CCc3ccccc32)cc1 | . | . | 5% | 6% | -16 | . | .
10 | Cn1c(=O)c2sccc2n2c(CCC(=O)Nc3ccc(F)cc3)nnc12 | . | . | -2% | -6% | 22 | . | .
11 | CC(C)(C)OC(=O)N1CCC(c2c(C(=O)N3CCN(C(=O)c4ccco4)CC3)cnn2-c2cccc(F)c2)CC1 | . | . | 24% | 18% | 41 | . | .
12 | Cc1nn(-c2ccccc2)c2c1C(C(C)C)N(C1CCN(C(=O)Cc3ccc(F)cc3)C1)C2=O (stereo not drawn) | . | . | . | . | 0 | ? | ?
13 | Cn1ncc2c(C(=O)NCc3ccccn3)cc(-c3ccc(C(F)(F)F)cc3)nc21 | . | . | . | . | -18 | ? | ?
14 | Cc1cccc(OCC(=O)Nc2ccccc2C(=O)OCc2cc(=O)n3nc(C)sc3n2)c1 | . | . | 37%[activator] | 7% | 15 | . | .
15 | CC(=O)Nc1ccc(OCC(=O)O)nc1 | 0% | 3% | 48%[activator] | 2% | -11 | 8% | i
16 | O=C(O)CCCC(=O)N1Cc2ccccc2CC2(CCCCN2CC2CCOCC2)C1 (stereo not drawn) | . | i | 11% | 6% | -14 | i | -5%

Remaining list, next part:
# | Molecule | FLuc inh | GPT2 inhibitor | SNCA expr inhib | SNCA viab count | IP6K1 inhibitor | HEK cytotox | NIH3T3 tox
17 | CCNC(=O)[C@@H]1C[C@H](NC(=O)Cc2ccccc2C)CN1C1CCCC1 | 9% | 3% | -8% | -5% | -1 | -25% | -17%
18 | CC(C)N1C(=O)C2(CCCCC2)C1C(=O)NCc1nc2ccccc2n1C (stereo not drawn) | -3% | i | 8% | -1% | -6 | -18% | 0%
19 | CCc1c(C)sc2c1CCN(C(=O)Nc1ccc(F)c(Cl)c1)C2c1ccc(F)cc1 (stereo not drawn) | . | . | ? | -25% | 6 | . | .
20 | CC(C)NC(=O)C1CCc2nnc(CNC(=O)Nc3cccnc3)n21 (stereo not drawn) | . | -10% | 20% | -2% | 15 | i | i
21 | COc1ccccc1C(=O)NC1CCN(c2ccccc2)C1=O (stereo not drawn) | ? | -2% | 76%[activator] | -2% | -6 | 6% | i
22 | COCC(=O)N[C@@H]1CN(Cc2ccc(Br)o2)C[C@H]1CO | 1% | i | 9% | 7% | -9 | 3% | -11%
23 | COc1cc(NC(=O)CCS(=O)(=O)c2nc(-c3ccc4c(c3)OCO4)cc(C(F)(F)F)n2)cc(OC)c1OC | . | . | -12% | -2% | -20 | . | .
24 | COc1cccc(N2C(=O)NC(=NC3CCCC3)C23CCCN(Cc2ccc(F)cc2)C3)c1 (stereo not drawn) | . | i | -31% | -19% | -13 | ? | ?

Later entries
# | Molecule | FLuc inh | GPT2 inhibitor | SNCA expr inhib | SNCA viab count | IP6K1 inhibitor | HEK cytotox | NIH3T3 tox
25 | COc1ccc(OC)c(NC(=O)N2CCC(OC3CCN(S(C)(=O)=O)CC3)CC2)c1 | 1% | -18% | -26% | 4% | -9 | 14% | -4%
26 | CCC(C)NC(=O)c1sc2nc(C)c(C(=O)Nc3ccc(C)cc3C)c(-c3ccc(Br)cc3)c2c1N (stereo not drawn) | . | . | 2% | 0% | 17 | . | .
27 | COc1cccc(C(=O)N2C(C(=O)NCc3ccccc3)COC23CCN(C(=O)CC(C)C)CC3)c1 (stereo not drawn) | 1% | i | 20% | -3% | 4 | -8% | -21%
28 | Cc1ccc(CNCc2c(C(=O)O)n(Cc3ccc(C)cc3)c3cc(C)ccc23)cc1 | . | . | ? | ? | 0 | . | .
29 | CC(C)C[C@@H]1N[C@H](C(=O)N2CCC(O)(c3ccccc3)CC2)Cc2cn(C)c3cccc1c23 | 3% | i | ? | -15% | 12 | ? | 32µM*
30 | O=C1[C@H]2CC[C@H](CN(Cc3ccc(-n4ccnc4)cc3)C2)N1CC1CCC1 | 10% | i | 0% | -11% | 3 | ? | 40µM*
31 | Cn1c(=NC(=O)c2ccc3c(c2)OCCO3)sc2cc(S(C)(=O)=O)ccc21 | . | . | 57%[activator] | 2% | 1 | . | .
32 | CCN1CCN(C(=O)C23CCCC=C2N(C2CCCC2)C(=O)CC3)CC1 (stereo not drawn) | 40µM* | -11% | 74%[activator] | 4% | 12 | 2% | -6%

Following part.
# | Molecule | FLuc inh | GPT2 inhibitor | SNCA expr inhib | SNCA viab count | IP6K1 inhibitor | HEK cytotox | NIH3T3 tox
33 | COc1ccccc1N1CCCc2ncc(C(=O)Nc3cccc(C(F)(F)F)c3)cc21 | -3%[172 µM] | -2%[88.5 µM] | 11%[87.6 µM] | 3%[87.6 µM] | 0 | ? | ?
34 | CCc1ccc(NC(=O)CSc2ccnc(=O)[nH]2)cc1 | . | . | 32%[activator] | -11% | -10 | . | .
35 | CCc1cnc(-c2ccccc2)[nH]1 | . | 2%[88.5 µM] | 62%[activator][87.6 µM] | -3%[87.6 µM] | -1 | -2%[287 µM] | -20%[230 µM]
36 | CCOc1ccc(-c2csc(/C(C#N)=C/c3ccc(Br)cc3)n2)cc1 | . | . | 18% | 4% | 7 | . | .
37 | COc1ccc(CNC(=O)C(=O)NCC(c2cccnc2)N2CCN(c3ccccc3)CC2)cc1 (stereo not drawn) | . | . | -2% | 10% | 29 | . | .
38 | CC(=O)N1CC(CO)C2(CCN(C(=O)c3cccc(C#N)c3)CC2)C1 (stereo not drawn) | 1% | i | -1% | -11% | 30 | -3% | -8%
39 | Cc1n[nH]c(C)c1Cc1sc2c(c1C(=O)N1C[C@H](O)CO1)c(=O)n(C)c(=O)n2CC(C)C | . | 1%&1% | 7% | -11%&-7% | -15 | . | .
40 | COc1cc(NC(=O)N2CC(c3nnc(C(C)C)o3)C3(CCOCC3)C2)cc(OC)c1 (stereo not drawn) | 0% | i | -1% | 7% | 10 | -1% | -12%

Screen by screen, as entered above.
Nos. 33 to 39 in IP6K1 inhibitor read 0, -10, -1, 7, 29, 30, -15

Shown with values under each structure: entries from further up
Order of results – FLuc inh, GPT2 inhibitor, SNCA expr inhib, SNCA viab count, IP6K1 inhibitor, HEK cytotox, NIH3T3 tox
39) Cc1n[nH]c(C)c1Cc1sc2c(c1C(=O)N1C[C@H](O)CO1)c(=O)n(C)c(=O)n2CC(C)C
  ., 1%&1%, 7%, -11%&-7%, -15, ., .
40) COc1cc(NC(=O)N2CC(c3nnc(C(C)C)o3)C3(CCOCC3)C2)cc(OC)c1 (stereo not drawn)
  0%, i, -1%, 7%, 10, -1%, -12%

The list continues.
No.	compound	FLuc inh	GPT2 inhibitor	SNCA expr inhib	SNCA viab count	IP6K1 inhibitor	HEK cytotox	NIH3T3 tox
41	Cc1cccc(=O)n1CCC(=O)N1CCCn2nc(CO)cc2C1	-2%	-30%	15%	1%	11	i	-6%
42	COc1ccc2[nH]c3c(c2c1)CCN(C)C31CCN(C(=O)c2ccc(OC)nc2)CC1	5%	i	4%	-5%[12.5 µM]	3	-12%	-14%
43	O=C(CSc1ccc(-c2cccs2)nn1)Nc1cccc(F)c1	.	.	40%[activator]	0%	-12	.	.
44	N#Cc1ccc(CN2CCCCCCNC(=O)[C@@H]3C[C@@H](C(=O)N4CCc5ccccc5C4)C[C@@H]32)cc1	3%	1%	-17%	-23%	8	?	?
45	Fc1ccc(Cc2noc(-c3ccc(NCCCn4ccnc4)nc3)n2)cc1	17%	i	-2%	3%	1	-21%	-21%
46	Cc1ccc2oc(C(=O)Nc3ccc(S(=O)(=O)N4CCCCCC4)cc3)cc(=O)c2c1	.	.	15%	5%	-10	.	.
47	CCCCN(CC)C(=O)C1CCCN(c2ncnc3c2nc2n3CCCCC2)C1 (stereo not drawn)	.	.	23%	-19%	17	.	.
48	CC(C)NC(=O)N[C@H]1C[C@H]2C(=O)NC[C@@H](CCC(=O)N3CCN(c4ccccn4)CC3)N2C1	14%	3%	2%	-3%	1	-2%	-3%
49	COc1ccc(CNC(=O)C2CCCN(Cc3cccc(-c4cccc(C)c4)c3)C2)cc1 (stereo not drawn)	.	-6%	5%	-1%	-5	?	28µM*
50	CCN(C(=O)C1CCCN(S(=O)(=O)c2c(C)noc2/C=C/N(C)C)C1)c1cccc(C)c1 (stereo not drawn)	.	.	?	-6%	-4	.	.
51	O=C1CC2(CCN(CC3CC3)CC2)Oc2ccccc21	7.9µM*	-1%[88.5 µM]	?	1%[87.6 µM]	9	?	?
52	Cc1cccc(C(=O)N2C[C@@H](Oc3cccnc3)C[C@H]2C(=O)N2CCCC2)c1	-3%	-3%	3%	-2%	8	i	-7%
53	Cn1cccc1CN1CCC(N2CCOC2=O)CC1	.	i	32%[activator][87.6 µM]	-1%[87.6 µM]	-12	i	i
54	COc1ccc(-c2noc(N3CCN(c4ccc(C)cc4)C(C)C3)n2)cc1OC (stereo not drawn)	.	.	?	0%	14	.	.
55	C[C@H]1[C@@H]2[C@@H](O)C([C@H](C)C(=O)NCc3cccs3)CC[C@@]2(C)CC[C@@H]1NC(=O)C1CCCCC1 (stereo partly drawn)	11%	i	-18%	-5%	-6	?	?
56	CCCC1CN(Cc2ccccc2)[S+](=O)([O-])c2cccnc2O1 (stereo not drawn)	.	0%[27.3 µM]	-10%[25.6 µM]	-5%[23.9 µM]	4	?	?
